Screening data deposited in PubChem BioAssay by National Center for Advancing Translational Sciences (NCATS).
GLP1R inv ag – acts as inverse agonist at human GLP-1 receptor; Potency, µM (doses to about 38.3 µM), for inactives: at the highest dose activity change, negative = inhibition, hits mostly inhibitors; 410,000 compounds, 1.6% hits; HEK293 GLP-1R CRE-luciferase, luminescence, 24 h; GLP-1R form is constitutively active; AID 624417; P43220; note: potency is the fitted concentration of half-maximal effect; % is set by controls: 0 for no effect and ±100 for the full control effect; nearly all actives have a fitted effect of over 55% in size
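Using stably transfected HEK293 (constitutively active GLP-1R, cAMP-luciferase reporter), compounds were incubated 24 hr and luciferase measured by luminescence.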
PTHR1 ag – activates the human parathyroid hormone receptor PTHR1; Q03431; HEK293 GP2 PTHR1 cells, GloSensor cAMP luminescence, 1 h; AID 743266; Potency, µM (top dose mostly 115 µM), for the others: at the highest dose activation, most hits filed as activators; 410,000 compounds, 0.075% hits; note: potency is the fitted concentration of half-maximal effect; nearly all actives have a fitted effect of over 55% in size; some results filed as inactive show a strong effect at the top dose; inactives centre near -15; many of its hits are not listed in these tables
Target sequence (Q03431 whole entry, looked up): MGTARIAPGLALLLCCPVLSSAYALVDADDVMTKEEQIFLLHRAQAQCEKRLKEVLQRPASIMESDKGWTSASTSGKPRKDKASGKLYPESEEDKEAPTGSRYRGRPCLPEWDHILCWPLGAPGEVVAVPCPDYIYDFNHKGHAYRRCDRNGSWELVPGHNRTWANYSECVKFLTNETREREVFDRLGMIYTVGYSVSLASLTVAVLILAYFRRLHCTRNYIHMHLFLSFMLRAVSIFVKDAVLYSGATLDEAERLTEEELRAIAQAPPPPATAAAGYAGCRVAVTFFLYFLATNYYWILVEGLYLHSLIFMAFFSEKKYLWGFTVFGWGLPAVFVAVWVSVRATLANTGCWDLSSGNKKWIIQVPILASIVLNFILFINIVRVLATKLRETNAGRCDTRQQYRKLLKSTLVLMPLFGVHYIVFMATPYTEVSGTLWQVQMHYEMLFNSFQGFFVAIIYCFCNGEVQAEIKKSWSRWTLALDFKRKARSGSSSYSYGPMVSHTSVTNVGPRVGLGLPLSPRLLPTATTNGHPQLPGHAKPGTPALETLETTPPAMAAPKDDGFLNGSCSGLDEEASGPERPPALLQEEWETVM
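HEK-293-derived GP2 cells expressing PTHR1 and a GloSensor cAMP reporter, 3,000/well, plated overnight, given luciferin plus IBMX (each 0.5 mM as added) for 1 h at 37 °C, then compound for 1 h at 37 °C. Luminescence was read after 15 min at room temperature.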
HEK293 tox – cytotoxicity counter-screen for GLP-1 receptor inverse agonists. Potency, µM (series often up to 38.3 µM), inactives show top-dose activity change, negative = inhibition, actives largely listed as inhibitors. AID 624418. 410,000 compounds, 0.13% hits. HEK293 cAMP-luciferase reporter cells, luminescence, 24 h;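 note: loss of luciferase light is scored as toxicity; potency is the fitted concentration of half-maximal effect; % is set by controls: 0 for no effect and ±100 for the full control effect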
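1536-well qHTS counterscreen of the MLSMR; 200 cells/uL, 12 h pre-incubation, 23 nL cpd, 24 h at 37 deg C 5% CO2, luciferase detection reagent, 12 min RT, luminescence. Inhibition = undesired.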
KB-V1 cytotox – kills drug-selected multidrug resistant KB-V1 cells; KB-V1 MDR cells viability, CellTiter-Glo, 72 h; Potency, µM (series often up to 46.1 µM), without a hit: top-dose activity change, negative = cytotoxicity, usual class: cytotoxic; 400,000 compounds, 3.4% hits; AID 1347076; note: potency is the fitted concentration of half-maximal effect; % is set by controls: 0 for no effect and ±100 for the full control effect; nearly all actives have a fitted effect of over 60% in size
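In this primary screen, KB-V1 cells overexpressing P-gp are incubated with library compounds (lowest to highest concentration) for 72 h at 37 degrees C before a luminescent ATP viability read.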
D3 antag – antagonists of human D3 dopamine receptor. P35462. D3R cells, DiscoveRx beta-arrestin luminescence, antagonist mode; stronger effect = lower value. max response, negative = inhibition, %. 360,000 compounds, 2.5% hits. AID 652054; in the data active = max response below about -50%; inconclusive = no clear call, values can overlap the other calls; note: % is set by controls: 0 for no effect and ±100 for the full control effect; mostly tested at two doses, the higher about 12 µM
Target sequence (P35462 whole entry, looked up): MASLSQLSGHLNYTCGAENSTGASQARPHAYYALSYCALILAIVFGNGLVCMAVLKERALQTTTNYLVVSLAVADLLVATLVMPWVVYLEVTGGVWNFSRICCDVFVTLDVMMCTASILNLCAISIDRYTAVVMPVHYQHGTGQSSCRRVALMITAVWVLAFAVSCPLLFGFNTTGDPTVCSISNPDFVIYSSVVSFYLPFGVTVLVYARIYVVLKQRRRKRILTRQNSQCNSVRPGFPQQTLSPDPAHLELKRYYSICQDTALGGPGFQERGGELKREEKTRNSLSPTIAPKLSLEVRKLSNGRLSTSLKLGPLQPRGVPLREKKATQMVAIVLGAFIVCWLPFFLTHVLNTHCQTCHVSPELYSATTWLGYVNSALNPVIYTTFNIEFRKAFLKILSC
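Cells plated overnight at 1500 cells/well, then exposed to library compounds with dopamine controls for 90 minutes at 37 degrees C. DiscoveRx reagent added for 30–60 minutes at room temperature; luminescence read, quantitative HTS format.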
GLP-1R agonist – agonists of human GLP-1 receptor; HEK293 GLP-1R CRE-luciferase, luminescence, 4-6 h; cells express a hypersensitive GLP-1R form; P43220; AID 624172; Potency, µM (highest dose often 45.6 µM), inactives show top-dose activation, actives largely listed as activators; 380,000 compounds, 0.007% hits; note: potency is the fitted concentration of half-maximal effect; % of control where 0% means no effect
DRD3 agonist – activates the human D3 dopamine receptor; D3R DiscoveRx beta-arrestin cells, luminescence, 90 min; max activation, %; 410,000 compounds, 0.58% hits; AID 652048; in the data active = max activation above about 30%; note: 0% is about no effect; mostly tested at two doses, the higher about 12 µM
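Agonist-mode cell screen: cells plated at 1500/well and incubated overnight at 37 °C, then exposed to library compounds for 90 min at 37 °C. Detection reagent was added for 30–60 min at room temperature, and luminescence was read.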
TDP-43 yeast inh – rescues yeast growth from TDP-43 toxicity. TDP-43 expressing yeast growth rescue, BacTiter-Glo, 24 h. Potency, µM (highest dose often 46.1 µM), for inactives: at the top dose growth rescue (activation), most hits filed as activators. 410,000 compounds, 1.8% hits; note: potency is the fitted concentration of half-maximal effect; % of control where 0% means no effect; nearly all actives have a fitted effect of over 50% in size
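Yeast cells expressing TDP-43 under galactose induction are exposed to compounds for 24 hr at 30 deg C. BacTiter-Glo luminescence measures growth, so protective compounds score as activators.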
aSyn yeast inh – rescues yeast growth from alpha-synuclein toxicity. Yeast expressing alpha-synuclein, growth rescue, BacTiter-Glo, 24 h. Potency, µM (series often up to 46.1 µM), inactives show top-dose growth rescue (activation), usual class: activators. 370,000 compounds, 0.14% hits. AID 652106; note: potency is the fitted concentration of half-maximal effect; % of control where 0% means no effect; nearly all actives have a fitted effect of over 65% in size
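Rescue of yeast growth: cells expressing toxic alpha-synuclein, induced in galactose at OD600 0.02, incubated with compound 24 h at 30 C. ATP luminescence quantified growth; inhibitors of toxicity appear as activators.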
Active calls of the source: *; i = inactive; ? = inconclusive; . = not tested or not shown; [ ] = remark or other dose. Unless noted, calls come from the whole dose curve; as a rule, active = well fitted curve in the direction sought with a large enough effect; inconclusive = small, poorly fitted or top-dose-only effect, or another doubt; inactive = no such curve, though single readings can be large; an effect the other way counts as inactive or inconclusive. A portion of the library; the hit share may differ from the screen's.

SMILES	GLP1R inv ag	PTHR1 ag	HEK293 tox	KB-V1 cytotox	D3 antag	GLP-1R agonist	DRD3 agonist	TDP-43 yeast inh	aSyn yeast inh
CN(CC(=O)Nc1ccc(N2CCOCC2)cc1)C(=O)Cc1ccccc1	1%	i	-5%	?	12	3%	5	18%	-2%
COc1ccc(-c2nn(-c3ccccc3)cc2C(=O)NCC(c2cccs2)N2CCOCC2)cc1 (stereo unspecified)	-26%	i	3%	?	-8	-2%	-29	?	11%
CCOC(=O)C1C(=O)NC(N2CCCCC2)=NC1C(C)C (stereo unspecified)	15%	i	-18%	-16%	12	-9%	0	-1%	-1%
NC(=O)[C@@H]1CCCCNc2c(I)cc([N+](=O)[O-])cc2C(=O)N[C@@H](CCC(=O)O)C(=O)N[C@@H](CO)C(=O)N1	5%	-13%	-24%	-19%	-24	-3%	1	-12%	13%
Cc1ccc(S(=O)(=O)N2CCOCC2)cc1C(=O)NCc1ccco1	-7%	-31%[57.5 µM]	-15%	-3%	4	-7%	1	-6%	2%
O=C(CCCN1C(=O)c2ccccc2C1=O)NCc1ccco1	2%	i	1%	?	0	-6%	0	16%	0%
COc1ccc(C(=O)CSc2nnnn2Cc2ccccc2)cc1	4%	i	-10%	0%	-10	3%	-2	23%	7%
O=C(C[C@@H]1C[C@H]2c3cc(NC(=O)c4cccnc4)ccc3O[C@H]2[C@H](CO)O1)NCc1ccc(Oc2ccccc2)cc1	?	-17%	20%	-11%	-24	-6%	-10	19%	-8%
O=c1[nH]nnc2cc(Cl)ccc12	13%	-4%	-2%	15%	-10	1%	-2	24%	6%
Cc1ccc2cc(C#N)c(N3CCCN(S(=O)(=O)c4ccccc4)CC3)nc2c1C	0%	24%	86%[activator]	0%	-11	14%	-17	-13%	9%
CCn1c(SCC(=O)Nc2ccc(N3CCOCC3)cc2)nnc1-c1ccncc1	2%	-16%	1%	0%	11	7%	-9	-12%	-8%
CN(C)S(=O)(=O)N(CC(=O)NCCSc1ccccc1)c1ccccc1	2%	-13%	5%	-25%	.	0%	-1	0%	.
CC(=O)c1ccc(N2CCN(Cc3nc4ccccc4[nH]3)CC2)cc1	12%	i	-23%	?	-10	10%	-4	-5%	-7%
Cc1ccc(NC(=O)C2CCN(c3nc(C)cc(C)n3)CC2)cc1	-31%	17%	-10%	-11%	1	-3%	1	11%	0%
Cc1ccc(S(=O)(=O)NCc2nc3ccccc3c(=O)n2N)cc1	-14%	-11%	-5%	5%	9	-15%	7	-8%	0%
COc1cccc(C(=O)NCCS(=O)(=O)NCc2ccc(Cl)cc2)c1	?	-6%	13%	-7%	-5	3%	-18	-4%	0%
CCOC(=O)Cc1nnc(NC(=O)C(CC)Sc2nc(C)cc(C)n2)s1 (stereo unspecified)	-8%	-2%	3%	-5%	3	6%	-6	-2%	-2%
COCc1cc(C)nc(SCc2ccc(Br)cc2)c1C#N	?	-1%	15%	?	9	25%	20	18%	4%
CC1CCN(S(=O)(=O)c2cccc(C(=O)Nc3nccs3)c2)CC1	8%	-24%	-5%	?	13	-6%	18	1%	7%
S=C(NCCc1ccccc1)NCc1cccs1	?	-24%	-3%	17%	-14	9%	7	14%	-8%
O=C(NCCO)C(=O)NCC(c1ccc2c(c1)OCO2)N1CCOCC1 (stereo unspecified)	8%	i	2%	.	.	.	-7	-2%	.
CCn1c(CNc2cccc(Cl)c2)nnc1SCC(=O)OC1CCCCC1	6%	i	9%	1%	11	2%	-2	-4%	0%
COc1ccc(C(=O)NCCCn2ccnc2)cc1	-7%	-15%[57.5 µM]	-21%	0%	100	-6%	1	-9%	1%
CC(C)Cc1nnc(NC(=O)CCNC(=O)c2ccco2)s1	3%	-5%	20%	-10%	3	0%	3	-5%	-3%
N#CCCN(C(=O)Nc1ccc(Cl)cc1)c1ccccc1	-8%	i	0%	?	-18	-3%	0	30%	6%
CCOc1ccc(NC(=S)N2C3CCCC2CC(NC(=O)C2CC2)C3)cc1 (stereo unspecified)	7%	i	-7%	0%	3	-1%	2	-13%	-1%
CC[C@@]12C(=O)N(c3cccc(Br)c3)C(=O)N1[C@H](c1ccc(OC)cc1)[C@@H]1C(=O)N(C(C)(C)C)C(=O)[C@@H]12	?	-24%	7%	-32%	21	-1%	-27	4%	1%
COC(=O)[C@@H]1C[C@@H](C(=O)O)[C@H](C)C1(C)C	11%	-10%	6%	23%	0	-1%	29	12%	1%
CCCCC(C(=O)NC1CCCC1)N(C(=O)c1snc(C(N)=O)c1N)c1ccc(C)cc1 (stereo unspecified)	17%	i	11%	0%	-9	9%	-2	-18%	0%
CC(=O)Nc1ccc(S(=O)(=O)NC(C)C(=O)OCC(=O)NC2CCCC2)cc1 (stereo unspecified)	-3%	i	10%	-7%	-11	-2%	2	4%	4%
Cc1cccc(N2C(=O)C(O)=C(C(=O)c3cccs3)C2c2ccc(F)cc2)n1 (stereo unspecified)	-11%	i	-1%	15%	-1	-9%	1	-13%	8%
COc1ccc(CCNC(=O)c2nnn(CC(=O)Nc3ccccc3)c2N)cc1OC	7%	-19%	-29%	18%	19	2%	-5	10%	-3%
CCn1c(SCC(=O)Nc2ccccc2)nnc1C1CCCCC1	-26%	i	79%[activator]	-21%	-23	-3%	-5	4%	-3%
CC(=O)c1ccc(N2CCN(C(=O)Nc3ccc(Cl)cc3)CC2)cc1	8%	-46%[inhibitor]	5%	?	13	1%	6	14%	5%
O=C1CN(c2ccccc2Cl)C(=O)CN1c1ccccc1Cl	8%	-17%[57.5 µM]	3%	-25%	8	-7%	13	-8%	6%
O=C(O)c1cccc(S(=O)(=O)N2Cc3ccccc3C2)c1	-20%	i	9%	5%	?	-1%	-10	-2%	-2%
CCOC(=O)N1CCC(NC(=O)c2c(C)nn(-c3cccc(C)c3)c2-n2cccc2)CC1	-4%	-33%[inhibitor]	-11%	-6%	.	.	13	25%	.
O=C(Nc1ccccc1C(=O)Nc1ccc2c(c1)OCO2)c1cccs1	-15%	-21%	-10%	0%	1	15%	0	2%	-7%
NC(=O)CNC(=O)c1ccc(Cl)cc1	-4%	19%	3%	-7%	-16	3%	-7	-11%	-8%
N#CCSc1nnc(N)s1	8%	i	-4%	12%	19	-12%	2	10%	4%
C[C@H](CO)N1C[C@H](C)[C@@H](CN(C)C(=O)CN2CCOCC2)Oc2ncc(-c3cncnc3)cc2C1=O	39%[activator]	?	-8%	28%	21	38%	3	25%	3%
Cc1cc2nc(-c3cccc(NC(=O)CSc4ccc(Cl)cc4)c3)oc2cc1C	39%[activator]	-13%	8%	0%	.	.	5	17%	.
C(/CCc1ccccc1)=N\Nc1nc2ccccc2[nH]1	-21%	-24%	5%	3%	18	3%	-1	8%	7%
Cc1nc(NS(=O)(=O)c2ccc(Br)cc2)c2c3c(sc2n1)CCC3	?	-18%[57.5 µM]	-10%	-16%	20	-11%	4	?	-11%
CCCCCC1C/C(=N\O)C=C(C)C1C(=O)OC (stereo unspecified)	?	i	-5%	-16%	16	18%	3	-8%[1.82 µM]	5%
COC(=O)/C(=N/Nc1ccccc1C)N1CCCc2ccccc21	?	-27%	20%	-8%	5	-1%	-7	-10%	-4%
O=C(Cn1nc(-c2cccc(Cl)c2)ccc1=O)Nc1ccccc1Br	-18%	-4%	-11%	-27%	11	4%	-9	0%	7%
CS(=O)(=O)N1CCc2cc(C(=O)N3CCCCC3)ccc21	1%	i	0%	-1%	51	-7%	5	2%	-4%
CN=C1SC(CC(=O)Nc2cccc(Cl)c2Cl)C(=O)N1C (stereo unspecified)	-4%	0%	-1%	20%	-13	-6%	0	-1%	-1%
c1ccc(-c2cc3ccccc3nc2N2CCCC2)cc1	2.5µM*	i	6%	6%	7	-1%	-7	3%	3%
CCOC(=O)CSc1nnc(-c2nnc(SCC(=O)OCC)n2CC)n1CC	7%	-21%	7%	2%	-19	0%	-6	9%	.
COc1cccc(C(=O)N2N=C(c3ccccc3)CC2(O)C(F)(F)F)c1 (stereo unspecified)	?	-24%	-21%	16µM*	10	17%	4	-3%	9%
O=C(COC(=O)c1nc(Cl)ccc1Cl)NCc1ccc(Cl)cc1	-7%	-1%	-24%	20%	1	-6%	6	18µM*	5%
O=C(CCCN1C(=O)/C(=C/c2ccccc2Cl)SC1=S)N1CCCC1	10µM*	-24%	?	-20%	-9	-7%	-3	?	-1%
CCCCN1CC(=O)N2[C@@H]3c4cc(OC)ccc4OC[C@@H]3[C@H](C(=O)OCC)[C@]2(C)C1=O	0%	i	-2%	0%	14	14%	49*	8%	-8%
COc1ccc2[nH]c(-c3ccccc3)cc2c1	1%	-35%[inhibitor]	2%	?	0	10%	-3	13µM*	1%
C#CCOCCOCCOCCNc1nc(N2CCN(C(=O)C([C@@H](C)O)n3cc([C@@H](N)CCCCN)nn3)CC2)nc(N2CCN(C(=O)C([C@@H](C)O)n3cc([C@@H](N)CCCCN)nn3)CC2)n1 (stereo partly specified)	6%	i	0%	1%	-9	-2%	3	19%	0%
Cc1onc(-c2ccccc2)c1C(=O)OCc1nnc(-c2ccccc2)o1	?	-52%[inhibitor]	18%	-3%	-7	20%	-16	28%	8%

Entries above containing fluorine, in the order listed:
SMILES	GLP1R inv ag	PTHR1 ag	HEK293 tox	KB-V1 cytotox	D3 antag	GLP-1R agonist	DRD3 agonist	TDP-43 yeast inh	aSyn yeast inh
Cc1cccc(N2C(=O)C(O)=C(C(=O)c3cccs3)C2c2ccc(F)cc2)n1 (stereo unspecified)	-11%	i	-1%	15%	-1	-9%	1	-13%	8%
COc1cccc(C(=O)N2N=C(c3ccccc3)CC2(O)C(F)(F)F)c1 (stereo unspecified)	?	-24%	-21%	16µM*	10	17%	4	-3%	9%
